# From PubChem BioAssay
# ROMK mod = human ROMK K+ channel modulation, primary screen. Tet-inducible ROMK, thallium flux fluorescence; actives lie on both sides. B-score at 10 µM. hit rate 2% among 130,000. AID 1918;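 active = signal ratio slope over the read window, or its plate-corrected B-score, at least 3 SD from the plate mean, either direction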;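 also: B-score of the F/F0 ratio slope over 7 to 12 s after thallium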
# Target sequence (P48048 whole entry, looked up): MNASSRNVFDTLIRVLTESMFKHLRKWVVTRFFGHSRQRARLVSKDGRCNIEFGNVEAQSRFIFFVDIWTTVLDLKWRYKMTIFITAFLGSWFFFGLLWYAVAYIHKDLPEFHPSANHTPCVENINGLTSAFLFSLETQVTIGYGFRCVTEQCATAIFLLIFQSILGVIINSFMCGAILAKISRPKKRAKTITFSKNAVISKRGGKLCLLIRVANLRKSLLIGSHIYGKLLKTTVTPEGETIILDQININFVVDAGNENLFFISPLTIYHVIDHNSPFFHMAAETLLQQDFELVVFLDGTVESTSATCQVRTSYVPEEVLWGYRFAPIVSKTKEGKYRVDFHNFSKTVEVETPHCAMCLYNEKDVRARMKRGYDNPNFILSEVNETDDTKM
# STAT1 blocker = reduces IFN-gamma driven STAT1 reporter signal; NIH 3T3 STAT1-luciferase reporter, luminescence; inhibition, % at 5.5 µM; hit rate 0.35% among 200,000;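 active = inhibition above a set limit, the mean inhibition across all tested compounds plus 3 SD, cut at about 34% in these data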;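 also: 0% = IFN-gamma with DMSO and 100% = IFN-gamma with 300 µM nifuroxazide; values of inactives mirror those of a sister screen read the other way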
# bIAP act = intestinal alkaline phosphatase (bovine) activation; hit rate 0.17% among 200,000; purified bovine IAP, CDP-star luminescence, 30 min; active compounds read high; fold of DMSO-control signal, blank-subtracted; activation factor at 20 µM;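 active = activation factor of 2 or more at 20 µM, a signal rise over negative controls twice the positive control's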
# bIAP inh = blocks bovine intestinal alkaline phosphatase activity. purified bovine IAP, CDP-star luminescence, 30 min. inhibition, % at 20 µM. 190,000 tested, under 10 active;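 active = over 50% inhibition of intestinal alkaline phosphatase at 20 µM in the single-dose screen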
#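 test system = bovine IAP enzyme | medium = DEA buffer 100 mM, pH 9.8, with MgCl2 1.0 mM, ZnCl2 0.02 mM | detection = luminescence | dosing = single compound dose of 20 µM, 2% DMSO final | incubation = 30 min reaction at room temperature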
# PPARg SRC1 recr = promotes SRC-1 coactivator recruitment by human PPARgamma; P37231; PPARgamma-SRC-1 coactivator recruitment biochemical assay; activation, % at 8 µM; hit rate 0.41% among 200,000; AID 631; in the data active = activation above about 19%;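 also: 0% = DMSO and 100% = reference agonist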
# Target sequence (P37231 whole entry, looked up): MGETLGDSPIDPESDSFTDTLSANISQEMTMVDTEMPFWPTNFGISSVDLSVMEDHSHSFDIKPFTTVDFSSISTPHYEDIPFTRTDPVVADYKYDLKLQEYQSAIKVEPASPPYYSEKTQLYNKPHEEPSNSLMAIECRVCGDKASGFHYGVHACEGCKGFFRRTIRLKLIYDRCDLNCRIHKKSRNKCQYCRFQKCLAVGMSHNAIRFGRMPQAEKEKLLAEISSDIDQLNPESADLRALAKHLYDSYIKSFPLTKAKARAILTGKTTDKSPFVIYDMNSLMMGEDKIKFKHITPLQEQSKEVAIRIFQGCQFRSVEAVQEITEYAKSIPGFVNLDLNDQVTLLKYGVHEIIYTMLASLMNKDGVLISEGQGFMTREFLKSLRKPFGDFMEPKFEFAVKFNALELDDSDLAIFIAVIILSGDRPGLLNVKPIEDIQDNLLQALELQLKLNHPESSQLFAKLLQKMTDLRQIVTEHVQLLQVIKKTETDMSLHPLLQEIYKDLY
# TR-FRET SRC-2 ct = flags TR-FRET format artefacts in PPARgamma SRC-2 recruitment agonist screen | hit rate 0.4% among 200,000 | TR-FRET ratio at 8 µM | TR-FRET artefact counter-screen; active compounds read high; in the data active = TR-FRET ratio above about 2000; also: inactives centre near 1500
# PPARg SRC-2 ag = agonists of SRC-2 recruitment by human PPARgamma; AID 1032; PPARgamma LBD-SRC-2 recruitment, biochemical; activation, % at 8 µM; hit rate 0.34% among 200,000; in the data active = activation above about 22%;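 also: 0% = vehicle and 100% = reference agonist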
# PPARg SRC-3 ag = promotes SRC-3 coactivator recruitment by human PPARgamma. biochemical PPARgamma/SRC-3 coactivator recruitment assay. activation, % at 8 µM. P37231. AID 731. hit rate 0.26% among 200,000; in the data active = activation above about 23%;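 also: 0% = DMSO and 100% = reference agonist; some compounds past the cut are filed as inactive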
# STAT3 inh = STAT3 signaling inhibition. hit rate 0.89% among 190,000. U3A cells, IL-6 STAT3-luciferase reporter, luminescence; host cell line lacks STAT1. inhibition, % at 5.5 µM. AID 862;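 active = inhibition above the mean inhibition across all screened compounds plus 3 SD, cut at about 44% in these data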;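 also: 0% = DMSO only wells and 100% = 100 µM nifuroxazide control wells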
# TNAP act hi DEA = increases human TNAP activity under high phosphate acceptor concentration; 200,000 tested, under 10 active; purified TNAP, CDP-star luminescence, 1 M DEA, 30 min; active compounds read high; 0 = EDTA background, 1 = DMSO-only activity; AID 1136; activation factor at 20 µM;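 active = activation factor at least 2 at 20 µM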
#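 Assay system: human TNAP; Input: enzyme diluted 1/800 final; Reagent: CDP-star luminogenic substrate at 100 µM final; Timing: 30 min, room temperature; Signal: luminescence; Evaluation: TNAP activation factor scaled between EDTA and DMSO control wells.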
# STAT3 activator = increases IL-6 driven STAT3 reporter signal; activation (% of control), % at 5.6 µM; AID 871; U3A cells, IL-6 STAT3-luciferase reporter, luminescence; 100% = signal with IL-6 EC80 alone; hit rate 0.91% among 190,000;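 active = activation above the screen-wide mean of compound activation plus 3 SD, cut at about 130% in these data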;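 also: 0% = background luminescence of wells with medium and substrate only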
#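 Material: STAT3-luciferase reporter U3A cells; Probe or stimulus: IL-6 (33 ng/mL); Incubation: compound pre-incubation 1 h before IL-6, then 6 h stimulation at 37 °C; Technique: luminescence from STAT3-driven luciferase reporter; Evaluation: % activation versus median of IL-6-stimulated wells; Controls: IL-6-only high control.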
# Numbers without * were called inactive; · = not tested or not shown. Hits appear at their usual frequency (roughly 3.7% active in at least one column).
SMILES,ROMK mod,STAT1 blocker,bIAP act,bIAP inh,PPARg SRC1 recr,TR-FRET SRC-2 ct,PPARg SRC-2 ag,PPARg SRC-3 ag,STAT3 inh,TNAP act hi DEA,STAT3 activator
CCS(=O)(=O)N1Cc2ccccc2CC1C(=O)Nc1nc2ccccc2[nH]1 (stereo unspecified),·,-20.5,1.4,-43.9,-5.5,1580,8.1,-1.5,-10.0,1.1,114.2
Cc1ccc(C#CC[N+](C)(C)CC#Cc2ccccc2)cc1,-2.51,14.5,1.1,-14.5,8.4,1520,8.7,-1.8,7.7,1,95.4
Cn1c(C(=O)OC(C(=O)NC2CCCC2)c2ccncc2)cc2sccc21 (stereo unspecified),·,2.1,1.1,-8.5,4.6,1396,2.9,7.3,5.4,1,100.6
CCC1(C)C2(C#N)C(N)=NC(OC)(OC)C12C#N (stereo unspecified),-0.401,2.0,0.9,9.4,1.7,1621,1.6,7.0,5.5,1,98.3
Cc1ccc2[nH]c(=O)c(CN(CCCN3CCOCC3)C(=O)Nc3ccc(Cl)cc3)cc2c1,-0.647,14.5,1.2,-17.0,-10.6,1630,1.6,-2.7,7.8,1,97.1
O=C(Nc1ccc2nn(-c3ccccc3)nc2c1)c1ccc(Br)o1,·,-10.3,0.9,8.3,-1.6,1470,4.6,7.0,15.3,1,90.8
Cc1ccc(S(=O)(=O)Nc2ccccc2CNc2ncc(Br)cc2Br)cc1,·,2.5,1,0.1,-0.9,1488,0.2,2.5,7.2,1.1,94.7
O=C(CSc1ccsc1[N+](=O)[O-])NCCc1ccc(Cl)cc1,·,3.4,0.9,7.5,-0.3,1490,-0.1,5.0,-0.3,1.1,109.2
O=C(ONC1=NCCCCC1)c1cccc([N+](=O)[O-])c1,0.0323,-10.3,1,2.4,-4.2,1491,-1.7,-0.2,0.2,1.1,101.7
CN(C)Cc1nc2ccccc2c(=O)n1Cc1nc(C(C)(C)C)cs1,-1.53,52.8*,1,2.9,1.3,1424,-2.7,13.5,21.7,1.1,88.6
Cc1cccc(Sc2c([N+](=O)[O-])ncn2C)n1,·,4.2,0.9,7.5,-4.1,1602,5.5,-4.8,6.3,1,98.8
CC(C)CCN1CCN(Cc2cccn2-c2nccs2)CC1CCO (stereo unspecified),-1.18,3.9,1,4.8,3.5,1607,14.4,6.9,4.4,1,101.3
Cc1ccc(SCc2ccc(C(=O)Nc3ccccc3Br)cc2)cc1,·,-2.5,1,2.6,5.3,1368,0.4,-7.2,-8.8,1,103.0
CCC(C)(C)n1nnnc1C(c1ccc(O)c(OC)c1)N1CCN(c2nc3ccccc3s2)CC1 (stereo unspecified),·,-4.7,0.9,9.3,-1.7,1543,1.6,-0.2,1.5,1.1,104.4
Cc1ccc(CNC(=O)Nc2cccs2)cc1,·,-13.1,0.9,13.0,10.9,1555,10.5,4.3,8.0,1,97.0

# Limited to PPARg SRC-2 ag, TNAP act hi DEA and STAT3 activator, for some of the entries so far:
SMILES | PPARg SRC-2 ag | TNAP act hi DEA | STAT3 activator
CN(C)Cc1nc2ccccc2c(=O)n1Cc1nc(C(C)(C)C)cs1 | -2.7 | 1.1 | 88.6
Cc1cccc(Sc2c([N+](=O)[O-])ncn2C)n1 | 5.5 | 1 | 98.8

# Shown with tabs: entries from further up
SMILES	ROMK mod	STAT1 blocker	bIAP act	bIAP inh	PPARg SRC1 recr	TR-FRET SRC-2 ct	PPARg SRC-2 ag	PPARg SRC-3 ag	STAT3 inh	TNAP act hi DEA	STAT3 activator
Cc1ccc(CNC(=O)Nc2cccs2)cc1	·	-13.1	0.9	13.0	10.9	1555	10.5	4.3	8.0	1	97.0
Cc1ccc(S(=O)(=O)Nc2ccccc2CNc2ncc(Br)cc2Br)cc1	·	2.5	1	0.1	-0.9	1488	0.2	2.5	7.2	1.1	94.7

# Next part
SMILES,ROMK mod,STAT1 blocker,bIAP act,bIAP inh,PPARg SRC1 recr,TR-FRET SRC-2 ct,PPARg SRC-2 ag,PPARg SRC-3 ag,STAT3 inh,TNAP act hi DEA,STAT3 activator
CSc1ccc(C2CC(=O)Nc3nc(SC)[nH]c(=O)c32)cc1 (stereo unspecified),0.0888,15.1,1,0.9,0.2,1585,4.6,0.7,-20.1,1.1,121.9
Cc1ccc(S(=O)(=O)NCC2NCCc3ccccc32)cc1 (stereo unspecified),-0.522,1.0,1.4,-37.9,4.3,1476,-0.5,3.3,7.8,1,97.3
Cc1ccc(NC(=O)C(=O)NCc2ccc(/C=N/NC(=O)c3c(C)nc4cc(C)ccn34)o2)cc1,·,-0.2,1,-3.0,4.4,1591,-0.1,0.0,-5.3,1,104.1
COc1cc(C2OC(c3cc(OC)c(OC)c(OC)c3)C(C)C2C)cc(OC)c1OC (stereo unspecified),·,11.2,1.1,-6.9,11.2,1645,1.7,0.0,·,1,·
Cn1cccc1C(=O)NC(=O)CSc1nc2ccccc2s1,·,3.9,0.9,10.9,3.4,1762,-3.1,0.3,-29.9,1,129.2
Cc1ccc(C(=O)c2cc(C)sc2N)cc1,-0.19,-9.5,0.8,16.4,0.4,1694,7.6,-0.4,-5.4,1,106.7
Cc1ccc(Sc2nnc(Cc3ccccc3)c3ccccc23)cc1,·,0.0,0.8,19.1,7.6,1779,6.5,8.5,36.1,1,74.8
C=CCn1c(O)c(N=NC(=O)CNC(=O)c2ccco2)c2ccccc21,0.348,1.5,1,1.4,3.0,1570,0.1,3.4,-5.8,1,102.8
O=C(NCCCN1CCOCC1)C(C(=O)c1ccccc1)n1ccccc1=O (stereo unspecified),-0.0844,-1.6,1,1.0,5.5,1646,4.3,3.5,-5.5,1,106.8
CCCCN1C(=O)Cc2c1nc(N)c1c(N)nc(N(CCC)CCC)c(C#N)c21,0.581,7.3,1,2.5,5.9,1583,0.1,2.5,12.8,1.1,95.3
O=C(NCCCn1ccnc1)c1noc2c1CCCC2,·,2.0,0.8,15.6,3.8,1497,-2.1,-2.5,8.2,1.1,98.6
O=C(COC(=O)Cc1cn2ccsc2n1)NCc1ccc2c(c1)OCO2,·,0.3,1,1.6,13.0,1455,0.7,7.0,1.7,1,101.8
Cc1ccc(/C=N/NC(=O)c2cccnc2)o1,-2.01,-0.6,1,4.3,5.3,1621,8.1,6.6,7.3,1,96.8
CCN(CC)S(=O)(=O)c1cc(NC(=O)CNc2c(C)n(C)n(-c3ccccc3)c2=O)ccc1C,0.707,-2.9,0.9,6.5,4.3,1817,8.4,4.0,6.6,1,100.2
CN1CCN(c2ccccc2NC(=O)Cc2cn(C)c3ccccc23)CC1,·,-1.1,1,2.8,-4.0,1469,1.2,-0.1,-2.9,1.1,106.9
Cn1cnnc1Sc1cc(N2CCN(S(=O)(=O)c3ccc(Cl)c(Cl)c3)CC2)ccc1[N+](=O)[O-],·,2.1,0.7,33.9,-2.1,1357,-0.8,-0.4,9.6,1,94.5
CCOC(=O)c1cnc2[nH]c3ccccc3n2c1=O,-0.0643,-4.9,1,2.2,-2.3,1724,0.6,-1.9,8.0,1,97.8
CSc1ccccc1NC(=O)CN1CC(C)OC(C)C1 (stereo unspecified),-0.297,4.4,1,3.3,14.1,1631,6.8,4.9,-5.8,1,108.2
Cc1cc2c(=O)n(C)c(SCC(=O)c3cc4ccccc4o3)nc2s1,-0.413,10.8,0.9,10.0,8.5,1706,12.0,18.1,3.5,1,100.2
CC(C)OC(=O)c1nnc(-c2ccccc2)nc1OC(C)C,·,3.0,0.9,13.7,6.8,1646,14.4,9.6,-17.5,1,119.4
CC1CN(C(=O)c2ccccc2)c2ccccc2NC1=O (stereo unspecified),-1.45*,4.7,0.6,44.6,2.4,1540,-1.4,0.2,-1.9,1.1,99.5
Cc1cccc(NC2=C(Cl)C(=O)OC2NC(=O)c2ccccc2)c1 (stereo unspecified),0.11,0.0,0.9,11.2,4.0,1497,9.8,7.2,4.9,1,96.8
COc1ccccc1N(CC(=O)NCCc1ccccc1)S(C)(=O)=O,·,2.8,1,3.6,-7.2,1423,-6.9,-6.9,9.5,1,100.3
Cc1ccc(NC(=O)C2CCCN(S(=O)(=O)c3cnc[nH]3)C2)cc1F (stereo unspecified),·,-5.8,1.1,-6.8,-3.0,1383,8.4,4.8,-0.8,1,105.0
O=C(NCCCN1CCOCC1)C1CC(=O)N(CCc2ccccc2)C1 (stereo unspecified),·,9.6,1.1,-7.3,-0.6,1496,3.8,-6.4,-6.5,1,107.0
Cc1ccc(-c2[nH]ncc2/C=C(\C#N)C(=O)NC2CCCCC2)cc1,-0.491,-7.5,1.1,-14.4,6.3,1765,15.2,1.5,12.3,1.1,95.0
CN=C1c2cc3cc(OC)ccc3n2CCN1C,-1.24,1.0,0.9,5.4,-2.9,1454,8.2,9.3,4.6,1,98.8
CCCCCCCNC1=CC(=O)CC(c2ccco2)C1 (stereo unspecified),-0.533,-0.5,1,-3.5,5.0,1666,1.8,-1.6,8.6,1,96.3
Cc1ccc(NC(=O)CSc2cccc[n+]2[O-])c([N+](=O)[O-])c1,-0.141,-7.8,1,-4.4,10.6,1467,-1.3,6.8,10.8,1,97.3
Cc1c(-c2nc(N)nc(Nc3ccc(F)cc3)n2)oc2ccccc12,·,-64.9,0.8,16.0,1.2,1514,12.0,-9.1,0.5,1,102.1
CNC(=O)CN(c1ccc(C23CC4CC(CC(C4)C2)C3)cc1)S(C)(=O)=O,0.00936,-1.7,1.1,-5.3,4.9,1668,-1.6,3.4,24.6,1.1,86.2
COc1ccccc1NC1=C(Cl)C(=O)OC1OC(=O)c1ccco1 (stereo unspecified),0.658,4.1,0.9,7.9,16.3,1568,3.6,2.6,1.7,1,100.4
CCN(CCn1cccn1)C(=O)CCc1nnc(CCc2ccccc2OC)o1,0.0256,-6.4,1,-3.5,9.0,1434,3.0,0.1,2.7,1.1,99.7
Cc1ccc(OCc2nc(-c3ccccn3)no2)c(Br)c1,0.817,48.1*,1.1,-10.4,9.9,1772,4.7,13.6,83.3*,1,33.9
CCn1ccnc1CN(C)C(=O)CC1C(=O)NCCN1Cc1c(F)cccc1Cl (stereo unspecified),0.925,-12.0,1,-1.2,-1.3,1471,-3.2,-1.9,-2.7,1,107.0
Cc1cc(C(=O)COC(=O)c2ccc[nH]c2=O)c(C)n1C1CC1,0.254,-21.6,0.9,10.2,1.8,1439,3.6,1.9,5.9,1.1,102.4
O=C1CCN(Cc2nc(-c3ccc(Cl)cc3)no2)CCN1,0.314,3.9,1,-4.7,4.2,1659,4.1,-2.3,8.5,1.1,96.4
Cc1ccc(-c2cc(C(=O)Nc3nccs3)c3ccccc3n2)o1,-0.0292,5.7,1.1,-7.6,-2.0,1635,-2.5,1.0,-2.4,1,99.9
CCc1ccc(NC(=O)C2(C)Cc3ccccc3C(=O)O2)cc1 (stereo unspecified),0.151,-14.8,0.9,9.5,14.0,1593,-1.2,1.0,1.4,1.1,103.9
